# Ba/F3 V617F tox = loss of viability in JAK2V617F-driven Ba/F3 cells; AID 1446; Ba/F3 EpoR-JAK2V617F viability, ATP luminescence; inhibition, % at 5.6 µM; 220,000 compounds, 1.1% hits;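 active = inhibition above the campaign mean plus 3 SD over all tested compounds, cut at about 24% in these data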;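 note: cytokine-independent growth of Ba/F3 cells driven by EpoR plus mutant JAK2; 0% = DMSO-treated cells and 100% = JAK inhibitor I control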
# zfTRPN1 agonist = agonists of zebrafish TRPN1 channel | 220,000 compounds, 0.18% hits | AID 1424 | activation, % at 3 µM | HEK293 zebrafish TRPN1-YFP, Fluo-8 calcium fluorescence; 100% = response to 87 µM carbachol;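 active = activation above its plate's cutoff, the mean activation of test wells on that plate plus 3 SD, cut at about 19% in these data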;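 note: 0% = DMSO alone and 100% = 87 µM carbachol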
#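 Material: zebrafish TRPN1-YFP in HEK293 cells; Doses: single test compound dose, 3 µM nominal, 0.3% DMSO; Timing: dye loading 1 h at 37 °C, then 30 min room temperature; Technique: intracellular calcium fluorescence with Fluo-8; Benchmarks: high carbachol 87 µM, low DMSO alone.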
# S1P4 antagonist = antagonists of human S1P4 receptor. inhibition, % at 4.98 µM. 220,000 compounds, 0.26% hits. AID 1510. S1P4-expressing cells, antagonist mode, reporter read-out; in the data active = inhibition above about 29%;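 note: 0% = wells stimulated with agonist and 100% = vehicle wells without agonist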
# Target sequence (O95977 whole entry, looked up): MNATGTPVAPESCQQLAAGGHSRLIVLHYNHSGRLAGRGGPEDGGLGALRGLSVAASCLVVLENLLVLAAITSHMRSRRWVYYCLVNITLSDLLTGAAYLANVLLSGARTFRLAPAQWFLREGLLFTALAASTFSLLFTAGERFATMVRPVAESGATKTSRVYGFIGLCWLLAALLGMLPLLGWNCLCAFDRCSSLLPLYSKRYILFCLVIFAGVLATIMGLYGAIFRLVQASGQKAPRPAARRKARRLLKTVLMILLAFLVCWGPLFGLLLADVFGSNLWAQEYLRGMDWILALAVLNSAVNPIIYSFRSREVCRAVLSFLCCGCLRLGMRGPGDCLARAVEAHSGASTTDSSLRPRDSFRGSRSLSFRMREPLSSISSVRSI
# PERK inhibitor = blocks human PERK kinase | Q9NZJ5 | CHO PERK-DD fusion, SEAP luminescence translation reporter | inhibition, % at 5.6 µM | 220,000 compounds, 0.17% hits | AID 1416;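 active = inhibition above the mean inhibition of all tested compounds plus 3 SD, set separately per screening campaign, cut at about 2.9% in these data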;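 note: PERK kinase domain activated by AP20187 dimerizer at 100 nM; 0% = DMSO with dimerizer and 100% = rapamycin at 8.4 µM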
# S1P4 agonist = activates the human S1P4 receptor; O95977; S1P4-expressing cell line, agonist reporter assay; activation, % at 4.98 µM; 220,000 compounds, 0.35% hits; AID 1509; in the data active = activation above about 11%;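 note: 0% = DMSO vehicle and 100% = reference agonist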
# EP2 modulator = EP2 receptor (human) modulation. P43116. induction, % at 25 µM. EP2-expressing cells, cAMP HTRF FRET, PGE2 co-stimulation. AID 940. 260,000 compounds, 0.83% hits;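 active = compounds whose cAMP rise, as percent of the full-agonist control response, exceeds 60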;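 note: rat C6 glioma line stably carrying human EP2 under a CMV promoter; the protocol text gives 20 µM as final concentration; 100% = response of wells given 1 µM PGE2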
# Target sequence (P43116 whole entry, looked up): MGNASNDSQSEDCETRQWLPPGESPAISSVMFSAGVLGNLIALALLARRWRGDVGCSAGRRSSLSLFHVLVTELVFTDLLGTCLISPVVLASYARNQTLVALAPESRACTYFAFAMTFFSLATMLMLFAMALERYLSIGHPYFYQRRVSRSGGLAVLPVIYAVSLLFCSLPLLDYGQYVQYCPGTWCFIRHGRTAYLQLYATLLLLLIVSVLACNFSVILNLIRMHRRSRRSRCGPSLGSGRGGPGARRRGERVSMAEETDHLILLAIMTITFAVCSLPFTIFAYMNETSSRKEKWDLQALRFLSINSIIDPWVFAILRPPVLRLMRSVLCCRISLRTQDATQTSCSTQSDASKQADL
# BaF3 parental = parental Ba/F3 viability inhibition as JAK2V617F counter-screen; CellTiter-Glo ATP luminescence; inhibition, % at 5.6 µM; 220,000 compounds, 1.1% hits; AID 1486;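 active = inhibition above a per-campaign cutoff, the mean inhibition of all tested compounds plus 3 SD, cut at about 27% in these data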;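 note: 0% = DMSO wells and 100% = JAK Inhibitor I control wells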
# TRPML3 ag = activates the human TRPML3 channel; Q8TDD5; HEK293 TRPML3-YFP, Fluo-8 calcium fluorescence; 100% = the carbachol control signal; activation, % at 3 µM; 220,000 compounds, 0.29% hits; AID 1448;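 active = activation above its plate's cutoff, the mean activation of the plate's test wells plus 3 SD, cut at about 12% in these data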;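 note: 0% = DMSO only wells and 100% = carbachol wells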
#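 Test system – HEK293 line with stable expression of human TRPML3-YFP channel · Control set – carbachol 87 µM final as high control (100%), DMSO as low control (0%) · Signal – Fluo-8 calcium dye fluorescence, ex 470-495, em 515-575 nm · Incubation – 1-h 37 °C dye load, 5-s basal, 120-s post-compound reads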
# m-calpain inh = blocks pig calpain II enzyme activity; AID 1236; purified calpain II, fluorogenic peptide substrate, 30 min; inhibition, % at 16 µM; 220,000 compounds, 0.37% hits;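 active = inhibition above about 50%, limit read from the data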
# * hit, by the source's call; & = joins results of further samples.
SMILES,Ba/F3 V617F tox,zfTRPN1 agonist,S1P4 antagonist,PERK inhibitor,S1P4 agonist,EP2 modulator,BaF3 parental,TRPML3 ag,m-calpain inh
NC(=O)COC(=O)c1cccc(NS(=O)(=O)/C=C/c2ccccc2)c1,-2,-0.1,-2,0.9,0.4,1,3,0.0,8
CCOC(=O)C1=C(C)N=c2s/c(=C/c3ccco3)c(=O)n2C1c1cccc(OC)c1 (stereo not given),0,2.5,10,-0.2,1.1,40,4,0.7,-115
CN1CCN(c2ccc(CNC(=O)c3cc4ccccc4o3)cc2)CC1,-3,0.2,-15,-1.2,0.9,-68,3,1.2,-5
Cc1cc(C)n(CC(O)CN2c3ccccc3Sc3ccccc32)n1 (stereo not given),1,0.5,8,-0.5,1.4,43,5,0.2,41
COc1ccc2c(c1)cc1n2CCN=C1NCCO,-1,1.3,-2,-1.3,1.9,-6,4,1.1,-206
CC(C)(C)C(=O)Cn1c(NCCCO)nc2ccccc21,-1,0.1,-9,0.0,-0.3,-1,-1,1.1,-12
CC1CC2c3cccc(C(=O)O)c3C(=O)N2c2ccc(Cl)cc21 (stereo not given),1,2.2,3,1.6,1.0,13,11,-0.3,-6
CCc1cc2c(COC(=O)c3c(C)noc3C)cc(=O)oc2cc1O,0,0.9,-7,1.6,0.9,-49,3,0.1,-364
COc1ccccc1NC(=O)Cn1nnc(-c2ccccc2NC(=O)c2cnccn2)n1,-7,0.9,-12,1.0,-0.4,-1&-13,3,0.4,-12
CCCCSCc1ccc(C(=O)O)o1,-7,-0.7,0,1.0,0.0,0,-1,0.8,-10
Cc1ccc(C(O)(C(=O)NNS(=O)(=O)c2ccc(C)cc2)c2ccc(C)cc2)cc1,3,0.2,-13,-0.4,0.0,22,11,0.2,17
CC(C)(CO)NC(=O)C(c1ccccc1)c1ccccc1,1,1.6,-14,1.8,0.1,8,6,0.1,-6
O=C(C1CCN(S(=O)(=O)c2cccnc2)CC1)N1CCN(c2ccc(Cl)cc2)CC1,-3,5.8,-26,-1.9,-0.6,-9,2,1.9,-1
c1ccc(COc2ccc(CNn3cnnc3)cc2)cc1,4,0.0,-9,1.2,-1.5,18,7,0.1,-28
CN(C(=S)Nc1ccc(Oc2ccccc2)cc1)c1ccc(O)cc1,6,-0.1,-3,0.7,3.1,-38,6,-0.3,33
CCO[C@@H]1OC(C(=O)N2CCOCC2)=C[C@H](c2ccc(C(F)(F)F)cc2)[C@H]1CCCO,4,2.4,-2,-0.6,1.2,-23,4,0.9,14
O=C(CCC(=O)c1cccs1)OCC(=O)N1CCN(C(=O)c2ccco2)CC1,-3,0.7,-1,0.6,-0.8,18,4,1.1,-12
COCCSc1ccccc1C(=O)Nc1ccc([N+](=O)[O-])cc1OC,2,-0.6,-5,0.3,0.8,-3,7,1.0,-18
CCCCNc1nnc(SCC(=O)c2c[nH]c3ccccc23)s1,1,-1.5,-13,0.5,0.0,-70,5,0.4,-14
c1ccc(C2CNCc3c2ccc2ccccc32)cc1 (stereo not given),-1,11,0,-0.8,1.0,-7,4,4.8,2
O=C1C(=O)N(CNc2cccnc2)c2ccccc21,-4,1.4,-7,0.9,-0.4,7,-1,0.0,8
COc1ccc(NS(=O)(=O)c2cc(NC(=O)CNC(=O)c3ccc(C)s3)ccc2Cl)cc1,5,-2.0,-7,-0.2,-0.3,-10,9,-0.9,8
Cn1c(=O)c(Oc2cc(Cl)cc(Cl)c2)nc2ccccc21,-4,0.4,-9,0.9,1.7,4,7,0.3,-302
N#C/C=C1/NC(=O)c2ccccc2S1,-4,2.4,-1,0.2,-5.3,0,4,0.8,16
O=C(NCCc1ccccc1)C1CCN(S(=O)(=O)c2cccc3nonc23)CC1,-1,2.0,0,-0.6,0.6,-5,8,1.0,-29
COC(=O)c1c(N)c(C#N)c2n1CCCCC2,-2,-0.8,-1,0.1,-2.2,30,0,-0.1,-13
O=C(COc1ccccc1)N1CCN(c2ccccc2)CC1,0,0.6,-7,0.6,-0.4,6,5,0.2,7
O=CC1=C(N2CCOCC2)/C(=C\c2ccccc2)CC1,1,0.6,5,1.9,-0.6,-13,6,0.4,-16
O=C(OCn1nnc2ccccc2c1=O)C1CCCCC1,-1,1.8,-14,0.4,1.2,-3,6,1.4,13
COc1ccc(-c2cc(C(F)(F)F)n3ncc(C(=O)NCc4ccco4)c3n2)cc1,3,0.3,5,-1.2,0.9,39,6,-0.6,-238
CN1CCN(c2ccc(S(=O)(=O)N3CCCCC3)cc2NC(=O)c2ccc3ccccc3c2)CC1,2,1.0,0,-0.9,-1.1,-7,12,5.2,-7
CCC(C)n1c(-c2cc(OC)c(OC)c(OC)c2)nc2nc3ccccc3nc21 (stereo not given),1,-0.6,-15,-0.8,0.8,8,1,0.8,15
CC1=NN(C(=O)c2ccc(C)cc2)C(O)(C(F)(F)OC(F)(F)F)C1 (stereo not given),-1,0.6,-3,0.5,1.4,-1,3,0.1,2
CCN(CC(=O)NC1CCS(=O)(=O)C1)C(=O)/C=C/c1cccs1 (stereo not given),1,0.9,-8,0.4,-0.5,2,6,0.5,43
O=C1NC(c2ccccc2)C(C(=O)c2cccs2)=C1O (stereo not given),-3,-0.8,-5,0.1,0.2,23&23,4,0.2,-21
O=C(NCc1ccco1)c1sc2cccc(F)c2c1Cl,-4,-1.2,7,0.1,2.1,1,2,0.5,5
O=C(CCSCc1ccccc1Cl)NCc1ccco1,3,-2.0,5,-0.6,-2.7,-12,5,-2.1,4
COc1ccc(CC(=O)Nc2ccc3c(c2)CCC3)cc1OC,2,4.9,-6,-0.5,5.8,-2,10,2.6,-17
COc1ccc2nc(NC(=O)c3cc(S(=O)(=O)N4CCOCC4)ccc3C)sc2c1,1,0.2,3,-1.3,1.8,-17,4,0.2,-240
CCOC(=O)c1c(CN2CCN(C)CC2)oc2ccc(O)cc12,0,1.2,-12,-0.5,0.8,38,2,1.1,-7
CNc1cc(N2CCCCCC2)ccc1[N+](=O)[O-],-5,-1.3,2,-0.4,-0.8,2,3,-2.0,1
Cc1ccc(-c2cc3nc(-c4ccccc4)cc(N4CCC5(CC4)OCCO5)n3n2)cc1,-7,0.8,-3,-1.0,1.7,31,-2,0.5,-90
CN(C)C(=O)N1CCN(C(=O)c2ccco2)CC1,-4,-0.1,-15,0.6,-2.1,6,-1,1.2,-7
CCOC(=O)N1CCN(C2OC(=O)c3ccccc32)CC1 (stereo not given),-1,-1.2,-18,1.8,1.6,18,2,0.3,12
CC(C)c1ccc(S(=O)(=O)N2CCN(CC(=O)Nc3ccc4c(c3)OCO4)CC2)cc1,0,-0.5,-8,-0.6,2.0,-11,4,0.6,6
N#CC1=C(S)N(c2ccccc2)C2(CCCCC2)NC1=O,-2,-1.3,1,1.0,-0.2,71*,1,0.3,8
CCC(=O)N1CCN=C1SCc1ccccc1Cl,-1,-0.3,0,-0.1,0.2,-2,5,-0.3,2
COc1ccc2c(CC(=O)NCc3ccc4c(c3)OCO4)coc2c1,-1,-0.7,0,0.0,-1.1,-12,1,-0.2,-54
CCCCC1CCC(C(=O)NCc2ccc3c(c2)OCO3)CC1 (stereo not given),-5,-0.3,1,-0.2,-3.0,-16,3,0.6,-7
COCCNC(=O)c1ccccc1NC(=O)c1ccccc1N(C)S(=O)(=O)c1ccc(C)cc1,-2,-0.9,-7,-1.8,-4.1,11,3,0.1,-29

# Further compounds:
SMILES,Ba/F3 V617F tox,zfTRPN1 agonist,S1P4 antagonist,PERK inhibitor,S1P4 agonist,EP2 modulator,BaF3 parental,TRPML3 ag,m-calpain inh
CCn1c2ccccc2c2cc(NC(=O)CC(C)=O)ccc21,-1,-0.1,-2,-0.3,0.5,-15,6,0.1,-11
C/C(=C\c1ccccc1)C(=O)Nc1nccs1,-2,-1.7,-6,1.1,1.2,-69,-2,-0.2,27
COc1ccccc1/C=C/C=N/n1c(COc2ccccc2)n[nH]c1=S,-5,-2.4,11,0.9,1.2,-1,-2,-1.6,4
COc1ccc(/C=N\NC(=O)c2cccc([N+](=O)[O-])c2)cc1Cn1cc([N+](=O)[O-])cn1,5,-0.6,1,-1.3,-1.3,-34,1,-0.2,1
CCN(CC)CCNC(=O)C(=O)Nc1ccc(C(=O)OC)cc1,-1,2.6,3,1.5,0.0,1,-7,1.9,-3
N#CC12CCCCC1CC1CCCCC1(C#N)N2CCO (stereo not given),-2,1.8,2,1.3,-1.2,2,2,0.7,-44
COc1ccc(CCNC(=O)CSc2nc(O)c(C(C)C)c(=O)[nH]2)cc1OC,0,0.0,-5,0.5,2.1,28,3,0.0,-6
CCN(Cc1ccccc1)S(=O)(=O)c1cc(C(=O)NCCCN(C)C)ccc1OC,-3,-0.1,6,0.7,1.0,-23,3,1.4,-8
Cc1sc2nc(SCC(=O)N(CCO)CCO)n(C3CCCCC3)c(=O)c2c1C,-2,-0.5,-8,2.0,-1.0,16,3,0.2,-14
COc1ccc(CCNC2=C(Cl)C(=O)N(Cc3ccccc3)C2=O)cc1OC,1,5.9,-7,0.4,-0.3,-29,9,3.1,-204
COc1ccccc1C(=O)Nc1nc(-c2cccs2)c(NC(C)=O)s1,-3,0.3,-23,-2.0,1.6,-21&-16,3,0.0,-86
COc1ccc(/C=N/Nc2nc(N3CCCCC3)nc(N3CCCCC3)n2)cc1[N+](=O)[O-],-4,2.0,-14,-0.1,-0.8,17,4,0.9,-31
CN(C)S(=O)(=O)c1cccc(NC(=O)COC(=O)c2cn(-c3ccccc3)nc2-c2ccccc2)c1,-2,-1.1,-9,-0.8,-2.5,-22,3,-0.1,29
CC(=O)c1ccc(S(=O)(=O)Nc2cccc(-c3cn4c(n3)SCC4)c2)cc1,-2,3.4,15,0.6,-1.2,-45,2,1.1,10
Cc1ccc(NCc2nnc(SCC(=O)Nc3ncc(C)s3)n2CC2CCCO2)c(C)c1 (stereo not given),-1,-1.1,-3,-1.4,1.1,27,4,0.1,1
Cc1ccc(-n2c(C)cc(C(=O)CN3CCOCC3)c2C)cc1C,1,-1.9,-19,0.4,1.2,7,5,-1.4,16
COc1ccc(Cn2nnnc2C(c2ccccc2Cl)N2CCN(C3CCCC3)CC2)cc1 (stereo not given),0,0.2,13,-0.8,0.4,30,2,0.5,-26
COc1cccc(-c2nc(CS(=O)(=O)CC(=O)NCc3ccccc3OC)c(C)o2)c1,-5,-0.6,-6,1.9,3.4,8,4,-0.2,10
Cc1nc2nc(-c3ccc(Cl)cc3)[nH]n2c(=O)c1Cc1ccccc1,-1,0.6,-6,1.1,0.7,2,2,0.5,4

# Record cards, from the list above.
# `Cc1sc2nc(SCC(=O)N(CCO)CCO)n(C3CCCCC3)c(=O)c2c1C` is listed with Ba/F3 V617F tox: -2; zfTRPN1 agonist: -0.5; S1P4 antagonist: -8; PERK inhibitor: 2.0; S1P4 agonist: -1.0; EP2 modulator: 16; BaF3 parental: 3; TRPML3 ag: 0.2; m-calpain inh: -14
# `CCC(=O)N1CCN=C1SCc1ccccc1Cl` is listed with Ba/F3 V617F tox: -1; zfTRPN1 agonist: -0.3; S1P4 antagonist: 0; PERK inhibitor: -0.1; S1P4 agonist: 0.2; EP2 modulator: -2; BaF3 parental: 5; TRPML3 ag: -0.3; m-calpain inh: 2
